XIAP displacement: XIAP antagonists, biochemical, IAP family, fluorescence polarization (AID 1018) | E3 ubiquitin-protein ligase XIAP (Homo sapiens) | XIAP BIR domain, fluorescence polarization peptide displacement; higher % means a stronger effect | displacement, % at 20 µM, or IC50 in µM where a hit was titrated | 0.007% of 200,000 active; in the data active = displacement above about 50%; note: a part of the inactive calls stands beside numbers as strong as those of hits
bCat nuc transl: modulators of beta-catenin nuclear translocation, primary screen, imaging, HeLa cells, immunofluorescence, high-content; 0.3% of 190,000 active; nuclear translocation activity, % at 5 µM; AID 1665, 2009;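 active = nuclear translocation activity above 50% at 5 µM, with a well cell count of 50 or more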;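 note: per-cell ratio of nuclear to cytoplasmic median beta-catenin stain intensity; plate controls were DMSO negative control for no effect and GSK-3 inhibitor IX positive control for full effect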
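Test system: human HeLa cells, endogenous beta-catenin. Times: 24 h compound exposure, 37°C. Measured by: beta-catenin immunofluorescence imaging with DAPI.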
Dynein cargo inh: inhibitors of GR-EGFP nuclear translocation, primary screen, dynein cargo transport inhibitor project, imaging, high-content, 3617.4 mouse cells. test concentration mostly 20 µM; stimulated with dexamethasone, 1 µM; stronger effect = lower value. z-score, hits read low. 0.47% of 220,000 active. AID 1381, 2008;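 active = plate z-score of nuclear minus cytoplasmic receptor signal below a set negative limit, without overly bright fluorescence or cell loss, cut at about -3.5 in these data, passing the limit was not always enough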;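 note: z-score of nuclear minus cytoplasmic ring GR-EGFP intensity difference per well; some compounds called inactive have numbers as strong as hits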
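Buffer or medium: tetracycline-free induction medium containing charcoal-stripped FBS / Reagent: dexamethasone agonist, 1.0 µM final, for 30 min / Technique: automated 10x imaging of fixed Hoechst-stained cells / Times: induction 48 h, compound 1 h, agonist 30 min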
WT yeast gro inh: growth inhibition of WT strain, primary screen, mitochondrial fusion inhibitor project, WT and mutant strains, chemical genetic; mitochondrial fusion phenotypic screen; inhibition, % at 10 µM; 2.1% of 190,000 active; in the data active = inhibition above about 58%; tested in S. cerevisiae
ER stress rescue: rescue of cells from ER stress-induced death, primary screen, 384-well, CSM14.1, thapsigargin, ATP luminescence (AID 1222). CSM14.1 thapsigargin-induced death rescue, ATP luminescence; higher % means a stronger effect. cellular ATP content (survival), % at 20 µM, or EC50 in µM where a hit was titrated. 190,000 tested, under 10 active;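 active = EC50 below 50 µM in the dose-response confirmation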;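 note: death triggered by thapsigargin at about 15 µM added after 2 h compound pretreatment; cell ATP read after overnight thapsigargin exposure of roughly 18 to 22 hours; normalized against plate controls of thapsigargin alone and 5% DMSO vehicle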
Insulin prom up: insulin promoter activators in MIN6 cells, imaging, high-content screening, mouse beta cells; MIN6 insulin promoter-GFP reporter; stronger effect = higher value; 0.3% of 190,000 active; z-score at 5 µM; AID 1625, 2009;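 active = z-score above 3 at 5 µM with at least 500 cells counted in the well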
Lipid droplet: inhibitors of hepatocyte lipid droplet formation, primary screen, imaging, high-throughput imaging, BODIPY stain. AML12 mouse hepatocytes, oleate lipid droplets. inhibition, % at 6.5 µM. 0.4% of 240,000 active;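 active = lipid droplet intensity inhibited by at least 50%, with more than 500 cells counted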
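Material: mouse AML12 hepatocyte cell line, fixed after treatment; Timing: compound with oleate, overnight; Technique: high-content imaging of BODIPY-stained droplets and DAPI nuclei; Probe or stimulus: oleate, 100 µM final; Dosing: compound at 6.5 µM only.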
MT stabilizer: microtubule stabilizers in HeLa cells, primary screen, imaging, high-content imaging; % tubulin-high responders, % at 10 µM; AID 2205, 2009; HeLa tubulin immunostaining HCS, 24 h; share of cells brighter than vehicle mean+2SD; 0.83% of 200,000 active;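 active = plate Z-score above 3 for both tubulin-high and condensed-nucleus cell shares, with cell loss under 80%, at 10 µM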;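 note: anti alpha tubulin signal scored within the nucleus-defined area of each cell; some results filed as inactive read as strong as hits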
Autophagy HCS: autophagy modulators in MEF cells, primary screen, imaging, high-content, MEF GFP-LC3. MEF GFP-LC3 puncta imaging; test concentration mostly 10 µM. calls only at 10 µM (by protocol). 0.98% of 190,000 active;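 active = percentage of spot-positive cells more than 3 SD above its plate mean, without a fluorescence outlier flag or 80% toxicity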;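 note: spot-positive cell cutoff set from DMSO-treated cells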
WT yeast gro inh mutant strain: second read-out of WT yeast gro inh, no call of its own (marks repeat the call); inhibition, %; mitochondrial fusion phenotypic screen, mutant strain inhibition
Dynein cargo inh cytoplasmic EGFP: recorded beside Dynein cargo inh, whose call it bears; z-score; measured here: cytoplasmic GR-EGFP intensity; stronger effect = higher value
Dynein cargo inh nuclear GR-EGFP: second read-out of Dynein cargo inh, no call of its own (marks repeat the call); z-score; measured here: nuclear GR-EGFP intensity;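 lower value marks the stronger effect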
Dynein cargo inh cell count: recorded beside Dynein cargo inh, whose call it bears; z-score; measured here: cell count per field
Insulin prom up cell count: second read-out of Insulin prom up, no call of its own (marks repeat the call); cell count; measured here: cytotoxicity, nuclei count;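 total cells summed across four imaged fields per well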
Lipid droplet cells 6.5 µM: second read-out of Lipid droplet, no call of its own (marks repeat the call); cell count; measured here: cell count, cytotoxicity flag;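 cells counted across two imaged fields per well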
bCat nuc transl cell count 5 µM: further read-out of bCat nuc transl, marked with its call; cell count; measured here: cell count, cytotoxicity flag
MT stabilizer Hoechst-high %: recorded beside MT stabilizer, whose call it bears; % Hoechst-high responders; measured here: nuclear condensation Hoechst responders;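 share of cells brighter than vehicle mean plus two SD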
MT stabilizer cytotoxicity %: also measured in MT stabilizer; calls as there; toxicity, %; measured here: cytotoxicity by cell density;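 0% = mean cell density of plate MIN control wells and 100% = no cells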
Autophagy HCS cell loss 18 h: also measured in Autophagy HCS; calls as there; toxicity, %; measured here: cell loss, nuclei count;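 cell loss after 18 h compound exposure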
* hit, by the source's call; i = inactive; / = no result given.

SMILES	XIAP displacement	bCat nuc transl	bCat nuc transl cell count 5 µM	Dynein cargo inh	Dynein cargo inh cytoplasmic EGFP	Dynein cargo inh nuclear GR-EGFP	Dynein cargo inh cell count	WT yeast gro inh	WT yeast gro inh mutant strain	ER stress rescue	Insulin prom up	Insulin prom up cell count	Lipid droplet	Lipid droplet cells 6.5 µM	MT stabilizer	MT stabilizer Hoechst-high %	MT stabilizer cytotoxicity %	Autophagy HCS	Autophagy HCS cell loss 18 h
c1ccc2nc(N3CCOCC3)cnc2c1	-1.9%	-1.9	1141	-0.912	-0.468	-0.253	1.23	-31.9	-4.2	-4.2%	-0.33	948	8.4	740	1.1	1.2	6.2	i	10.0
CC1CCN(C(=O)COc2ccc(Nc3ccccc3)cc2)CC1	-6.0%	5.5	924	-1.69	-0.327	-0.29	0.05	-4.5	10.7	-0.2%	0.88	902	-1.4	636	1.7	3.4	4.9	i	18.7
CCOC(=O)CSc1nc2ccc(N3CCOCC3)cc2c(=O)n1Cc1ccc2c(c1)OCO2	-1.7%	/	/	-1.02	-0.0687	-0.0449	0.698	/	/	-2.3%	-0.63	1424	-9.1	639	1.8	2.2	18.1	i	4.1
O=C(O)/C(=C\c1ccccc1OC(F)F)Sc1nnc(-c2ccc(F)cc2)o1	-12.3%	2.1	854	-0.847	-0.228	-0.818	0.546	41.0	-1.1	-0.2%	0.1	1644	-1.2	683	2.8	3.3	8.5	i	18.6
COc1ccccc1-n1nc(C)c(-c2ccccc2)c1N	-3.5%	-2.1	1112	-0.168	-0.272	-0.254	0.506	-6.7	-1.0	-0.2%	0.82	1174	23.2	683	3.0	1.2	6.6	i	2.3
COc1ccc(CCN2CC34C=CC(O3)C(C(=O)NCc3ccccc3Cl)C4C2=O)cc1OC (stereo not drawn)	-1.2%	-3.6	1192	-0.427	0.413	0.13	0.508	-5.7	-13.8	-2.4%	-0.37	853	-11.0	803	2.0	0.9	2.9	i	-7.9
COc1cccc(C(=O)Oc2cc(C)[nH]c(=O)c2[N+](=O)[O-])c1OC	-3.4%	3.7	477	-0.283	-0.107	0.714	0.389	4.0	-5.1	-2.0%	-0.38	1233	-3.4	793	3.6	2.5	5.1	i	13.0
Cc1cccc(-c2noc(-c3ccc(Cl)cc3[N+](=O)[O-])n2)c1	-6.5%	-3.0	1113	-0.00568	-0.221	-0.0308	-0.217	14.2	-8.3	-3.2%	0.03	1335	17.8	660	0.9	3.1	8.4	i	-11.1
CCO[C@H]1OC(C(=O)N2CCN(Cc3ccc4c(c3)OCO4)CC2)=C[C@@H](C2CC2)[C@@H]1CCCO	-2.7%	-1.3	1117	0.412	-0.172	0.674	-0.866	8.4	7.3	-0.3%	-0.65	1419	-41.8	664	3.1	1.9	9.0	i	-66.0
Cc1ccc(-c2c[n+](CC(=O)Nc3ccccc3)c3n2CCC3)cc1	/	-0.5	1330	-0.82	-0.303	-0.407	1.06	/	/	/	-0.11	1094	-4.0	625	/	/	/	/	/
COc1ccc(NCc2nnc(SCC(=O)Nc3cccc(C)c3)o2)cc1	-3.3%	-4.6	873	-0.447	-0.219	0.0171	-0.134	19.2	8.2	-1.5%	0.58	1356	/	/	4.2	2.6	4.1	i	4.3
CCOc1ccc(NC(=NCc2ccc3c(c2)OCO3)SC2CC(=O)N(c3ccc(C(=O)O)cc3)C2=O)cc1 (stereo not drawn)	-3.2%	/	/	-0.413	-0.241	-0.419	0.784	-22.0	-7.2	-1.8%	0.07	1211	-1.9	730	3.8	4.5	2.9	i	6.4
O=C(Nc1ccccc1C(F)(F)F)NC1CCCCC1	-2.8%	/	/	0.272	-0.0967	0.558	-0.88	-9.7	-5.1	-0.2%	0.98	854	16.4	787	1.1	1.2	5.6	i	30.8
COc1ccc(OC)c(NS(=O)(=O)c2ccc3c(c2)CCC(=O)N3)c1	-18.6%	-0.3	1343	1.25	-0.139	0.543	-0.635	14.7	-7.4	-1.9%	0.22	1545	/	/	1.6	1.9	12.1	i	-1.7
CCOc1cc(/C=C\c2[nH]c(=O)[nH]c(=O)c2[N+](=O)[O-])ccc1OC(C)CC (stereo not drawn)	-3.2%	/	/	-1.51	-0.0166	-0.772	0.757	-51.8	-43.2	3.0%	/	/	1.8	785	1.4	1.9	4.6	i	5.5
CN(Cc1ccccc1)c1nc(-c2cccc([N+](=O)[O-])c2)nc2ccccc12	-2.4%	0.8	1062	-0.301	-0.204	0.141	1.26	13.9	-3.6	-1.9%	0.13	1442	0.5	645	5.9	0.9	0.1	i	1.5
CC(C(=O)NCC1CCCO1)n1cccc1C(=O)c1ccccc1 (stereo not drawn)	-3.3%	-1.0	1442	-0.000226	-0.183	0.172	-0.354	9.4	18.7	0.5%	0.29	1523	/	/	3.0	1.6	7.4	i	-7.1
O=C(CCn1nc(-c2ccccc2)c2ccccc2c1=O)N1CCN(c2ccccc2)CC1	-12.7%	1.5	1176	-0.264	-0.325	-0.217	1.3	-13.5	-7.8	-1.3%	-0.75	1243	-5.4	767	2.9	3.1	12.0	i	13.2
CCn1c(C)cc(/C=C2/SC(=S)NC2=O)c1C	0.9%	-1.8	1022	-0.157	-0.226	-0.166	-0.307	21.1	-0.4	-1.5%	1.07	1473	-20.1	669	4.1	1.7	3.1	i	-1.5
CCOc1ccc(OCC)c(S(=O)(=O)NCCOC23CC4CC(CC(C4)C2)C3)c1	-2.0%	-0.2	943	0.571	-0.0605	0.222	-1.61	74.0*	3.5*	0.4%	/	/	-4.0	594	1.7	2.2	1.8	i	-7.5
Cc1cccc(/C=N\NC(=O)c2ccccc2-n2cccc2)c1	-6.1%	-2.4	1068	0.663	-0.136	0.391	-0.186	-4.8	-5.1	/	-0.31	1244	-26.1	653	2.7	3.2	8.7	i	1.2
Cc1cc(C)c2cc(C#N)c(N3CCCC3)nc2c1	-7.6%	-1.1	1190	-0.847	-0.22	-0.147	1.31	8.3	-6.1	0.5%	-0.7	837	2.4	744	2.2	1.8	11.7	i	9.9
Clc1cccc(Cl)c1COc1ccccc1CNn1cnnc1	-2.6%	3.1	481	-0.193	-0.0467	0.0608	0.369	5.0	7.6	-1.2%	/	/	-5.3	694	22.5*	17.3*	22.9*	i	19.4
CCCN1CCN(CCCNC(=O)C2CCCN(c3nnc(-n4cccc4)s3)C2)CC1 (stereo not drawn)	0.2%	-0.9	1477	-0.536	-0.198	-0.0892	0.74	-11.4	4.3	-1.1%	-0.97	1235	/	/	2.9	3.2	6.0	i	-5.8
COc1ccc(S(=O)(=O)N2CCN(C(=O)c3cnc(C)cn3)CC2)cc1	-3.2%	/	/	0.137	-0.372	0.129	0.558	14.8	23.1	0.2%	-0.43	864	5.3	724	1.4	1.6	6.5	i	-12.4

Next section; the last 2 above are carried over.
SMILES	XIAP displacement	bCat nuc transl	bCat nuc transl cell count 5 µM	Dynein cargo inh	Dynein cargo inh cytoplasmic EGFP	Dynein cargo inh nuclear GR-EGFP	Dynein cargo inh cell count	WT yeast gro inh	WT yeast gro inh mutant strain	ER stress rescue	Insulin prom up	Insulin prom up cell count	Lipid droplet	Lipid droplet cells 6.5 µM	MT stabilizer	MT stabilizer Hoechst-high %	MT stabilizer cytotoxicity %	Autophagy HCS	Autophagy HCS cell loss 18 h
CCCN1CCN(CCCNC(=O)C2CCCN(c3nnc(-n4cccc4)s3)C2)CC1 (stereo not drawn)	0.2%	-0.9	1477	-0.536	-0.198	-0.0892	0.74	-11.4	4.3	-1.1%	-0.97	1235	/	/	2.9	3.2	6.0	i	-5.8
COc1ccc(S(=O)(=O)N2CCN(C(=O)c3cnc(C)cn3)CC2)cc1	-3.2%	/	/	0.137	-0.372	0.129	0.558	14.8	23.1	0.2%	-0.43	864	5.3	724	1.4	1.6	6.5	i	-12.4
Cc1ccc(C(=O)OCC(=O)Nc2ccccc2C(F)(F)F)cc1S(=O)(=O)N1CCOCC1	-1.7%	1.1	1248	0.0302	-0.176	-0.11	-0.321	-3.5	-8.4	-1.8%	-0.74	1748	/	/	2.6	2.1	8.6	i	-7.2
COCC(=O)Nc1nc2n(n1)C(c1ccccc1)CC(c1ccc(OC)cc1)N2 (stereo not drawn)	-2.6%	1.6	1192	1.82	-0.314	0.913	-0.858	0.0	24.2	-0.8%	1.31	1024	/	/	3.8	1.6	9.4	i	20.7
O=C(CCn1ccc2ccccc21)NC1CCCc2ccccc21 (stereo not drawn)	-8.3%	/	/	-0.00226	-0.195	-0.174	-0.127	5.7	12.8	-0.3%	/	/	0.6	782	2.9	3.0	5.8	i	-2.0
Cc1ccc(N=Nc2[nH]c3ccccc3c2O)cc1	-11.1%	-0.1	811	-0.528	-0.107	-0.666	0.396	4.5	-31.9	-1.0%	/	/	-16.3	445	1.8	3.4	5.8	i	8.7
COC(=O)NCC(c1cccnc1)N1CCOCC1 (stereo not drawn)	-1.7%	10.6	987	-1.07	-0.272	-0.432	0.678	8.3	0.8	-1.2%	0.9	1277	7.6	803	3.8	2.3	3.1	/	/
c1nc(N2CCN(Cc3ccc4c(c3)OCO4)CC2)c2[nH]cnc2n1	-5.1%	-0.3	1096	-0.814	-0.23	-0.337	0.919	-10.6	-16.8	/	-0.86	1406	3.0	707	2.0	2.1	10.7	i	10.9
